Screens deposited in PubChem by several laboratories.
NOD2 RIPK2 PPI: inhibitors of human NOD2-RIPK2 interaction; 0.38% of 360,000 active; inhibition, % at 4.98 µM; O43353; CHO BLA complementation NOD2-RIPK2, CCF4 ratio; in the data active = inhibition above about 21%;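 also: 0% = vehicle only and 100% = reference blocker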
EBV LMP1 NFkB: inhibitors of Epstein-Barr LMP1-induced NF-kappaB reporter | 0.69% of 350,000 active | inhibition, % at 12.5 µM | LMP1-induced NF-kappaB luciferase reporter cells, luminescence; in the data active = inhibition above about 41%;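 also: 0% = neutral control wells and 100% = reference inhibitor control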
SRC1 inh: inhibitors of human steroid receptor coactivator 1 (SRC1); Q15788; HEK293 GAL4-SRC1 luciferase reporter, luminescence; inhibition, % at 3.6 µM; 0.12% of 360,000 active; AID 588354;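 active = inhibition above the campaign mean plus 3 SD, with each screening campaign given its own cutoff, cut at about 60% in these data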;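 also: 0% = DMSO treated cells and 100% = gossypol at 36 µM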
NCOA3 inh: inhibits human SRC3 coactivator; Q9Y6Q9; HEK293 GAL4-SRC3 luciferase reporter, luminescence; inhibition, % at 3.6 µM; 0.17% of 360,000 active; AID 588352;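 active = inhibition above a per-campaign cutoff, the mean of all compounds plus 3 SD, cut at about 60% in these data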;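 also: 0% = DMSO-treated cells and 100% = gossypol-treated cells at 36 µM; higher means less SRC3-driven luciferase light from the GAL4 reporter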
TROY NFkB inh: inhibitors of TROY-dependent NF-kB signaling | Q293 LMP1-TROYcd NF-kB luciferase reporter, 4 h | 0.98% of 360,000 active | inhibition, % at 10 µM;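 active = compounds whose plate-normalised and pattern-corrected inhibition of the luciferase reporter signal at the single screening dose is 50% or more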
TRAIL sens C8: caspase-8 TRAIL sensitization; inhibition (viability loss, TRAIL sensitization), % at 10 µM; NB7+C8 cells + TRAIL, ATPlite viability luminescence; AID 624354; 1% of 360,000 active;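 active = compounds causing at least 50% loss of cell viability in the single-dose screen, relative to plate controls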
NR5A2 inv ag: suppresses constitutive activity of human LRH-1; HEK293T StAR-luciferase reporter, LRH-1 transfected, 24 h; inhibition, % at 3.6 µM; 0.13% of 360,000 active;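 active = inhibition above the mean inhibition of all tested compounds plus 3 SD, cut at about 73% in these data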;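 also: 0% = DMSO wells and 100% = reporter-only cells lacking LRH-1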
SRC2 inh: human SRC2 (NCOA2) inhibition. Q15596. HEK293 GAL4-SRC2 luciferase reporter, luminescence. inhibition, % at 9 µM. 0.17% of 370,000 active. AID 651957;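 active = inhibition above the mean inhibition of all tested compounds plus 3 SD, set per campaign, cut at about 52% in these data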;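 also: 0% = DMSO treated cells and 100% = cells given Gossypol at 36 µM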
TWEAK-Fn14 inh: blocks TWEAK-Fn14 interaction in a reporter cell assay. TWEAK-stimulated Fn14 reporter cells, luciferase luminescence, 8 h. inhibition, % at 10 µM. 2% of 360,000 active. AID 1159606; in the data active = inhibition above about 50%
COUP-TFII inh: blocks human COUP-TFII nuclear receptor | HEK293T NGFI-A luciferase reporter, luminescence | inhibition, % at 8.6 µM | 0.7% of 370,000 active;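 active = inhibition above a per-plate cutoff, mean inhibition of test wells between control levels plus 3 SD, cut at about 38% in these data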;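 also: cells cotransfected with COUP-TFII expression vector driving the NGFI-A reporter; 0% = median of COUP-TF2 test wells and 100% = reporter-only cells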
TLR9-MyD88 block: TLR9-MyD88 interaction inhibition | 0.21% of 340,000 active | inhibition, % at 4.98 µM | CHO BLA complementation TLR9-MyD88, CCF4 FRET ratio;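 active = inhibition above the mean over all tested compounds plus 3 SD, cut at about 21% in these data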;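 also: 0% = DMSO only wells and 100% = clavulanate BLA inhibitor control wells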
An asterisk follows results filed as active; · = no result given.

SMILES | NOD2 RIPK2 PPI | EBV LMP1 NFkB | SRC1 inh | NCOA3 inh | TROY NFkB inh | TRAIL sens C8 | NR5A2 inv ag | SRC2 inh | TWEAK-Fn14 inh | COUP-TFII inh | TLR9-MyD88 block
CCN(CC(=O)Nc1ccc(NC(C)=O)cc1)C(=O)c1cc2ccccc2oc1=O | -8.1 | 0.4 | -16.9 | 17.3 | 7.4 | 7.6 | -0.5 | -15.2 | -5.4 | -9.4 | 3.8
Cc1ccc(C(=O)NC(C)C(c2cccs2)N2CCOCC2)cc1C (stereo unspecified) | -0.6 | 4.0 | -21.9 | -4.9 | 2.6 | -23.4 | -14.4 | 2.9 | -7.4 | 6.7 | -1.7
Cc1ccc2c(c1)nnn2C1CCN(S(=O)(=O)c2cccc(S(=O)(=O)N(C)C)c2)CC1 | -6.3 | 16.2 | -9.4 | 17.3 | 17.4 | 16.9 | -3.9 | -6.6 | 35.7 | 23.9 | -11.7
Cc1cc(C)cc(OCC(=O)Nc2cc(NC(=O)COc3cc(C)cc(C)c3)cc(C(=O)O)c2)c1 | -5.7 | -6.8 | 7.5 | -9.5 | 15.6 | 14.3 | 21.7 | -14.4 | -15.9 | 16.1 | -3.4
CN(C(=O)c1cccc(NC(=O)Cc2ccc(NC(=O)C3CCN(C(=O)C4CCCCC4)CC3)cc2)c1)C1CCCCC1 | -15.8 | -7.5 | -7.5 | 8.5 | -6.2 | -0.7 | -11.2 | 4.6 | -37.2 | -3.6 | -6.8
Cc1ccc(C(=O)C2=C(O)C(=O)N(CCCn3ccnc3)C2c2ccc(OC(C)C)cc2)o1 (stereo unspecified) | -6.2 | 2.8 | -36.7 | -10.3 | -14.0 | -8.3 | -0.1 | -25.6 | 0.4 | 12.8 | -3.7
COc1ccccc1NC(=O)CC(=O)CSc1nnc(-c2ccc(C)cc2)n1C | 1.1 | -2.8 | -18.4 | -5.8 | -6.4 | 9.0 | -0.7 | -5.4 | 2.3 | -9.7 | -2.7
Cc1c(C(=O)Nc2ccc(C(=O)Nc3ccccc3)cc2)cccc1[N+](=O)[O-] | -13.3 | -15.4 | -19.6 | -7.7 | -5.2 | 35.4 | -2.3 | -11.9 | -11.8 | 8.4 | 1.4
CC(=O)Nc1ccc(S(=O)(=O)NCCC(=O)N2CCc3ccccc32)cc1 | 7.5 | -8.8 | -10.0 | 15.4 | -0.1 | -6.9 | 14.8 | -7.1 | -1.5 | 13.0 | 0.4
CCCn1nnnc1-c1cccc(Cl)c1 | -2.0 | 3.2 | 3.1 | 7.0 | 6.8 | -8.0 | 38.6 | -8.6 | 8.4 | -4.5 | 6.3
O=C(C[C@H]1C[C@H](C(=O)N2CCOCC2)[C@@]2(CCC3CCCC3)c3[nH]c4ccc(Cl)cc4c3CCN2C1=O)NCCc1ccccn1 | -0.4 | 12.8 | -45.7 | -25.1 | 5.3 | 14.7 | -5.0 | -33.8 | 19.4 | -7.0 | -16.9
COC(=O)c1ccc(NC(=O)CCC(=O)c2ccc(F)cc2)cc1 | 4.3 | 12.4 | -105.7 | 5.2 | -7.9 | -10.8 | 6.7 | -16.5 | -0.9 | -8.8 | 5.7
CC(=C/c1ccccc1)/C=N/N1CCN(Cc2ccc(C)cc2)CC1 | -3.9 | 2.5 | 5.3 | -10.4 | -6.9 | -12.4 | 8.3 | 1.0 | -8.9 | 6.8 | 2.5
Cc1nc2sc(-c3ccccc3)cc2c(=O)[nH]1 | -4.8 | 36.3 | -105.9 | -86.7 | 31.9 | 77.2* | -127.7 | -13.7 | 56.5* | -29.6 | 9.1
CC1CCCC(C)N1/N=C/c1ccc(N(C)C)cc1 (stereo unspecified) | -1.5 | 3.7 | -9.7 | -1.4 | -7.8 | 0.4 | 14.2 | 5.2 | 3.8 | -5.5 | -1.4
Cc1c(C(=O)OCC(=O)N2CCC(C)CC2)oc2ccccc12 | -2.3 | -14.9 | -15.3 | -26.6 | -30.9 | -7.4 | -25.1 | -12.2 | -14.7 | -0.4 | 1.6
CC1CCC(NC(=O)C(NS(=O)(=O)c2ccc(Br)cc2)C(C)C)CC1 (stereo unspecified) | -9.8 | -5.8 | -9.5 | -15.0 | -17.7 | 0.3 | -59.6 | -0.8 | -4.6 | -9.8 | -4.7
CN(Cc1ccccc1F)C(=O)CN1CCN(S(=O)(=O)c2ccc3c(c2)OCCCO3)CC1 | -2.1 | -4.0 | 0.9 | 18.5 | -0.8 | 10.0 | 20.8 | -1.4 | 11.8 | 0.9 | -12.0
COc1ccc(C)cc1S(=O)(=O)N1CCc2ccccc2C1 | -1.7 | -0.8 | -1.8 | -13.5 | 10.7 | -3.0 | 6.4 | 0.8 | -4.0 | 17.9 | -16.8
COc1ccc2c(c1OC)CN(C)CCc1cc3c(cc1C(O)C2)OCO3 (stereo unspecified) | -3.9 | -2.1 | 17.2 | 14.4 | 13.8 | 9.9 | 0.2 | · | 12.1 | · | -8.1
COc1cccc(NC(=O)Cn2c3ccccc3c3nc4n(c(=O)c32)CCCS4)c1 | -4.3 | -4.4 | -11.1 | 24.2 | -16.0 | -11.6 | 11.1 | -3.1 | -32.8 | -1.0 | 6.8
COC(=O)c1ccccc1COc1cccn2c(N(C)CC3CC3)c(C)nc12 | 0.9 | · | -12.8 | -35.5 | 5.5 | 22.6 | -30.4 | -51.8 | -10.3 | -31.7 | ·
COc1ccc(S(=O)(=O)Nc2cccc3c2O[C@H](CN(C)CC2CCCCC2)[C@@H](C)CN([C@H](C)CO)C3=O)cc1 | -3.6 | 2.6 | -12.4 | -14.2 | -13.8 | -9.0 | -12.8 | 1.5 | -7.7 | -0.2 | -2.4
COc1cc(C2C(C(=O)N3CCOCC3)=C(C)NC3=C2C(=O)CCC3)ccc1OC(C)=O (stereo unspecified) | 1.9 | -3.7 | -5.7 | 1.1 | 2.6 | 17.1 | 8.0 | -12.9 | -12.4 | 1.6 | -3.2
COc1ccc2c(c1)-c1c(sn(-c3ccc(OC)c(OC)c3)c1=S)C(C)(C)N2 | 3.6 | -32.3 | 5.1 | -2.0 | 8.6 | 11.1 | -1.6 | -5.9 | -2.2 | 15.3 | -2.8
CN(C)C(=O)c1ccc(N=Nc2c(O)c3ccccc3[nH]c2=O)cc1 | -6.6 | 15.1 | -48.7 | -61.0 | -11.0 | 76.2* | -26.6 | -54.2 | 18.7 | -19.7 | -0.5
COc1ccc(NC(=O)C(NC(C)=O)C(=O)Nc2ccc(F)cc2)cc1 (stereo unspecified) | 0.1 | 4.3 | -4.7 | 3.3 | -4.8 | 2.8 | 3.7 | 19.5 | 11.2 | 5.2 | 5.2
C=CCC(CC)C(=O)NC(=O)N1CCCc2ccccc21 (stereo unspecified) | -6.1 | 3.1 | 7.1 | -35.1 | -21.1 | 6.4 | 3.4 | -14.9 | 21.2 | 17.6 | -2.4
CCOc1ccccc1NC1=C(Cl)C(=O)N(Cc2ccccc2)C1=O | -0.7 | -3.1 | 11.4 | 2.5 | -20.2 | 2.1 | 0.0 | 8.3 | 11.0 | 4.7 | 5.1
CN(C)C(=O)c1c([N+](=O)[O-])ncn1C | -4.0 | -1.4 | 7.9 | 17.6 | 8.4 | 10.3 | -2.6 | -20.4 | -6.3 | -3.6 | -2.5
CN(C(=O)CC1C(=O)NCCN1Cc1ccccc1F)C1CCOCC1 (stereo unspecified) | -9.6 | -7.1 | 3.8 | 3.4 | -10.7 | -9.3 | 13.3 | -8.4 | 8.4 | -18.3 | -6.4
COc1cc(CN2CCCN(C)CC2)cc([N+](=O)[O-])c1O | 8.3 | 0.4 | -10.5 | -10.9 | 2.7 | -13.7 | -9.9 | 7.7 | 14.3 | 9.9 | -10.6
N#CCCn1cc(C(CC(=O)c2ccc(Br)cc2)C(=O)O)c2ccccc21 (stereo unspecified) | -8.9 | 3.0 | -12.7 | -29.7 | 0.4 | -8.7 | -12.1 | · | -15.2 | · | -4.2
CCCS(=O)(=O)N1CCCC(C(=O)NCCN(CC)c2ccccc2)C1 (stereo unspecified) | -2.9 | -3.6 | 14.6 | -3.8 | 9.9 | -4.1 | -2.4 | -9.6 | -9.4 | -0.7 | 3.8
O=C(c1ccc([N+](=O)[O-])o1)N1CCCCCC1 | -9.9 | -4.5 | 1.3 | 9.0 | 5.5 | 0.9 | 40.7 | -14.8 | 5.5 | 6.1 | 4.3
Cc1cccc(C)c1NC(=O)CN(C1CCCCC1)S(C)(=O)=O | 3.4 | -3.2 | 3.9 | 19.4 | 12.2 | -3.0 | 5.3 | 0.7 | -4.3 | 9.5 | 0.9
CCCCOc1ccc(C(=O)NN2CCOCC2)cc1 | -0.9 | -1.8 | 1.5 | 12.6 | 3.4 | 3.5 | 3.5 | -5.2 | -11.9 | 22.7 | -2.8
COCC(C)n1c(C)cc(C(=O)COC(=O)c2ccc3ncsc3c2)c1C (stereo unspecified) | 4.0 | -0.9 | -3.9 | 11.3 | 7.2 | 3.9 | -4.6 | -2.1 | -9.2 | -3.8 | 3.6
CCOC(=O)N1CCN(S(=O)(=O)c2ccc3c(c2)CCN3C(=O)C2CC2)CC1 | -6.9 | 3.1 | 16.7 | 19.6 | 16.2 | 20.6 | 0.8 | -32.5 | -16.0 | -10.3 | -8.7
O=C(O)C1=C(C2CCCCC2)C(=O)c2ccccc21 | -5.1 | 2.1 | -2.7 | -31.8 | 0.8 | 2.1 | -1.4 | 8.4 | 11.6 | 8.5 | 0.3
Cc1cc(C)n(-c2nnc3n2N=C(c2ccccc2)CS3)n1 | -6.8 | -3.2 | -26.0 | 5.2 | 1.7 | -4.6 | -9.5 | 2.0 | 1.9 | 16.4 | -6.7
CC1=CC(C)(C)[N+](C)(C)c2ccc(C)cc21 | -1.1 | 2.4 | 3.6 | 6.8 | 0.9 | -2.1 | -5.3 | 7.2 | -15.2 | 10.9 | 8.8
CCCn1nc(C(=O)OCC(=O)Nc2ccc(C(N)=O)cc2)c2ccccc2c1=O | 4.2 | -1.8 | -1.5 | -15.4 | 10.0 | -29.1 | 4.7 | 18.0 | -4.4 | -3.6 | 5.8
CCOC(=O)[C@]12CCCC=C1N(CCC1=CCCCC1)C(=O)[C@H](CC(=O)NCc1cccc3ccccc13)C2 | 1.4 | · | · | · | · | 14.9 | -6.3 | 5.8 | · | 13.4 | ·

Exported as comma-separated lines: entries from further up.
Compound,NOD2 RIPK2 PPI,EBV LMP1 NFkB,SRC1 inh,NCOA3 inh,TROY NFkB inh,TRAIL sens C8,NR5A2 inv ag,SRC2 inh,TWEAK-Fn14 inh,COUP-TFII inh,TLR9-MyD88 block
COc1ccc2c(c1OC)CN(C)CCc1cc3c(cc1C(O)C2)OCO3 (stereo unspecified),-3.9,-2.1,17.2,14.4,13.8,9.9,0.2,·,12.1,·,-8.1
CC(=C/c1ccccc1)/C=N/N1CCN(Cc2ccc(C)cc2)CC1,-3.9,2.5,5.3,-10.4,-6.9,-12.4,8.3,1.0,-8.9,6.8,2.5
N#CCCn1cc(C(CC(=O)c2ccc(Br)cc2)C(=O)O)c2ccccc21 (stereo unspecified),-8.9,3.0,-12.7,-29.7,0.4,-8.7,-12.1,·,-15.2,·,-4.2
O=C(C[C@H]1C[C@H](C(=O)N2CCOCC2)[C@@]2(CCC3CCCC3)c3[nH]c4ccc(Cl)cc4c3CCN2C1=O)NCCc1ccccn1,-0.4,12.8,-45.7,-25.1,5.3,14.7,-5.0,-33.8,19.4,-7.0,-16.9

The list is partial; the hit share may differ from the screen's.
